Source: PubChem BioAssay
HIV fusion peptide: inhibitors of HIV fusion peptide binding, primary screen, biochemical, uHTS, fluorescence dequenching (AID 1986) | cell-free peptide binding, fluorescence dequenching, 30 min; higher % means a stronger effect | 0.3% of 290,000 active | inhibition, % at 20 µM, or IC50 in µM where a hit was titrated; in the data active means inhibition mostly above about 52%, no sharp cut-off; inactive means mostly below about 76%; further: some results filed as inactive read as strong as hits
K1F lysis inhibition: inhibition of K1F phage lysis, E. coli UTI89, bacterial capsule biogenesis inhibitors, alamar blue (AID 488966). E. coli UTI89 K1F phage lysis, alamar blue, 2 h; higher % means a stronger effect. one-dose inhibition, % at 100 µM; IC50 in µM for titrated hits. 0.02% of 340,000 active;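 active means phage lysis inhibition, versus mean bacterial control, above a set limit; inconclusive means no clear call, values can overlap the other calls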;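 further: capsule biogenesis inhibitors block K1F phage lysis so surviving cells raise fluorescence; higher fluorescence means more inhibition of phage lysis; actives were called in the ten point dose series up to 300 µM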
NS5 inhibitors: flavivirus cap methylation enzyme inhibition – biochemical, confirmation dose response, primary screen (AID 588689). Dengue-2 NS5 methyltransferase capping enzyme assay, biochemical; higher % means a stronger effect. 0.3% of 340,000 active. inhibition, % at 25 µM; hits with a dose series show IC50 in µM; in the data active means a potency from the dose series; inconclusive means inhibition above about 29% without an active follow-up result
GPR35 arrestin U2OS: GPR35 antagonists blocking zaprinast-driven arrestin recruitment, primary screen, imaging, U2OS, beta-arrestin-GFP, zaprinast agonist (AID 2058); one-dose inhibition, % at 10 µM; IC50 in µM for titrated hits; U2OS GPR35 beta-arrestin-GFP translocation imaging, zaprinast antagonism; higher % means a stronger effect; 0.052% of 290,000 active;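 active means inhibition of at least 50% with at least 30 cells and total cytoplasm GFP at most 10,000,000; inconclusive means under 30 cells or total GFP of 10,000,000 plus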
PhoP inhibition: inhibitors of PhoP regulon expression, primary screen, Salmonella Typhimurium, GFP reporter (AID 1863). S. Typhimurium PhoP-regulated promoter GFP reporter, 4 h; higher % means a stronger effect. inhibition, % at 50 µM, or IC50 in µM where a hit was titrated. 0.16% of 300,000 active;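 active means inhibition over 29.93%, a cutoff 3 SD above the screen mean, later confirmed by dose response; inconclusive means inhibition over 29.93% but no dose response follow-up; inactive means inhibition at most 29.93% or unconfirmed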;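 further: 0% = low Mg2+ inducing control and 100% = high Mg2+ repressing control; strong numbers were not always called active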
SV40 large T antigen: TAg ATPase/helicase activity blockers – biochemical (AID 1903) | 0.39% of 310,000 active | inhibition, % at 20 µM, or IC50 in µM where a hit was titrated | SV40 large T antigen ATPase/helicase inhibition assay; higher % means a stronger effect; in the data active means a potency from the dose series; inconclusive means inhibition mostly from about 32% at the one dose, without a potency; inactive means the rest, 99 in 100 with inhibition below about 32%; further: strong numbers were not always called active
RSV CPE inhibition: inhibition of RSV-induced cytopathic effect – HEp-2 cells, primary 10 µM value included (AID 2391) | 0.13% of 310,000 active | CPE inhibition, % at 10 µM, or IC50 in µM where a hit was titrated | HEp-2 cells, RSV-induced CPE inhibition; higher % means a stronger effect; in the data active means a potency from the dose series; inconclusive means CPE inhibition mostly from about 23% at the one dose, without a potency; inactive means the rest, 99 in 100 with CPE inhibition below about 21%; further: strong numbers were not always called active
GPR55 antagonists: inhibition of LPI-stimulated GPR55 beta-arrestin translocation – imaging, U2OS, beta-arrestin-GFP, LPI agonist, primary screen (AID 2013); U2OS GPR55 beta-arrestin-GFP translocation imaging, LPI antagonism; higher % means a stronger effect; inhibition, % at 10 µM; hits with a dose series show IC50 in µM; 0.13% of 290,000 active;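 active means spots per cell inhibited over 60%, with over 100 cells counted and total cytoplasm intensity under 500,000; inconclusive means wells with under 100 cells, flagged as likely toxic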;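 further: U2OS cells stably carrying GPR55 and arrestin-GFP stimulated by 5 µM LPI near EC80; imaged beta-arrestin-GFP aggregate spots per cell after agonist stimulation; plate controls were LPI-stimulated DMSO wells for no effect and DMSO wells without LPI for full effect; some results filed as inactive read as strong as hits; confirmed hits need IC50 under 10 µM and bright autofluorescent wells are also inconclusive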
Rac1 GTP hydrolysis: MgcRacGAP GTPase-activating activity inhibitors, confirmation, biochemical, ADP Hunter fluorescence. MgcRacGAP-stimulated Rac1 GTP hydrolysis, ADP Hunter fluorescence; higher % means a stronger effect; GST-tagged Rac1 F28L mutant substrate. inhibition, % at 30 µM, or IC50 in µM where a hit was titrated. 0.6% of 340,000 active. AID 624330;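 active means first-screen hits whose inhibition reached a set limit at any dose in the follow-up dose series; inconclusive means inhibition above the set first-screen limit but never retested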;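 further: fluorescence reports GDP produced by GAP-driven GTP hydrolysis; strong numbers were not always called active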
NS5 inhibitors pilot replicate: also measured in NS5 inhibitors; calls as there; inhibition, %; measured here: pilot screen replicate inhibition
* = called active by the depositor; ? = inconclusive; / = no result given; [ ] = another dose, or the depositor's remark.

SMILES	HIV fusion peptide	K1F lysis inhibition	NS5 inhibitors	GPR35 arrestin U2OS	PhoP inhibition	SV40 large T antigen	RSV CPE inhibition	GPR55 antagonists	Rac1 GTP hydrolysis	others
CCN(CC)S(=O)(=O)c1ccc(Cl)c(C(=O)OC2CC(C)OC2=O)c1 (configuration not stated)	-1.0%	-0.1%	-2%	-8%	1%	23%	1.7%	13%	0%
CC(=O)c1ccc2noc(-c3ccc(F)cc3)c2c1	18%	-1.2%	?	-1%	4%	3%	2.2%	3%	5%
CN(Cc1ccc(F)cc1)S(=O)(=O)c1nnc(NC(=O)c2ccccc2)s1	0.3%	0.1%	-6%	-22%	2%	13%	0.4%	20%	6%
COc1ccc(NC(=S)N2CCN(c3ncccn3)CC2)c(OC)c1	-0.5%	4.9%	-2%	6%	1%	12%	3.2%	6%	14%
O=C(O)CCc1ccc(S(=O)(=O)Nc2ccc(OCc3ccccc3)cc2)cc1	32%	-0.5%	4%	-6%	6%	10%	3.8%	-6%	7%
CCc1c(C)nc(N)n2c(SCC(=O)N3CCCC(C)C3)nnc12 (configuration not stated)	0.0%	0.1%	-2%	-5%	4%	4%	-0.2%	6%	2%
Nc1nnc(N)c2ccccc12	-0.6%	0.8%	-9%	-4%	3%	27%	-1.4%	2%	2%
O=C(O)CSc1ccc2nnc(-c3cccnc3)n2n1	-1.6%	0.3%	/	-9%	9%	2%	1.2%	18%	0%
O=C(NCCN1CCCCC1)Nc1ccc([N+](=O)[O-])cc1	2.8%	0.9%	-7%	14%	-3%	7%	0.3%	-12%	10%
Cc1csc(NC(=O)C2CCCCC2)n1	0.3%	0.0%	-16%	1%	4%	-10%	0.4%	-30%	0%

Ordered by molar mass (descending): part of the list above.
SMILES	HIV fusion peptide	K1F lysis inhibition	NS5 inhibitors	GPR35 arrestin U2OS	PhoP inhibition	SV40 large T antigen	RSV CPE inhibition	GPR55 antagonists	Rac1 GTP hydrolysis	others
O=C(O)CCc1ccc(S(=O)(=O)Nc2ccc(OCc3ccccc3)cc2)cc1	32%	-0.5%	4%	-6%	6%	10%	3.8%	-6%	7%
CC(=O)c1ccc2noc(-c3ccc(F)cc3)c2c1	18%	-1.2%	?	-1%	4%	3%	2.2%	3%	5%
Nc1nnc(N)c2ccccc12	-0.6%	0.8%	-9%	-4%	3%	27%	-1.4%	2%	2%

More structures follow.
SMILES	HIV fusion peptide	K1F lysis inhibition	NS5 inhibitors	GPR35 arrestin U2OS	PhoP inhibition	SV40 large T antigen	RSV CPE inhibition	GPR55 antagonists	Rac1 GTP hydrolysis	others
CC(C)(C)n1nc2c(c1NC(=O)COc1ccc(F)cc1)CS(=O)(=O)C2	0.2%	-0.3%	1%	-10%	-6%	14%	1.4%	10%	4%
CCOc1ccc(NC(=O)CSc2nc3nc(C)cc(C)n3n2)cc1	1.2%	2.0%[50 µM]	13%	8%	1%	0%	9.7%	8%	10%
COc1ccc(CC(=O)NCC2(N3CCCCC3)CCCCC2)cc1	1.3%	0.2%	-6%	9%	-13%	-3%	-0.4%	2%	0%
CCc1sc(C(=O)N2CCc3ccccc32)cc1C	0.7%	-0.5%	-4%	6%	-2%	10%	16%	2%	0%
Cc1nccn1CCc1nc(N)nc(N)n1	-0.4%	0.1%	1%	-5%	-1%	0%	1.4%	17%	5%
O=C(O)c1cc(Br)ccc1NS(=O)(=O)c1cccc2nsnc12	11%	-2.0%	/	-2%	1%	2%	1.8%	-2%	6%
Cc1ccc(NC(=O)c2ccc(Cl)c(N3C(=O)CCC3=O)c2)cc1	-0.3%	1.1%[50 µM]	-11%	-12%	-5%	7%	-0.1%	8%	10%
Cc1cc(=O)oc(C)c1C(=O)NCc1ccc(F)cc1	-0.2%	0.0%	-4%	-15%	2%	3%	-0.6%	-16%	1%
COC(=O)C1=C(C(=O)c2ccccc2)C(c2ccc(O)c(OC)c2)n2nnnc2N1 (configuration not stated)	1.6%	0.0%	6%	2%	-1%	14%	-1.0%	18%	14%
COc1ccccc1N1CCN(C(c2cccs2)C(C)NS(=O)(=O)c2ccccc2)CC1 (configuration not stated)	-1.1%	0.9%	-3%	-15%	9%	6%	3.2%	7%	7%
Oc1ccc(C(c2nnnn2CCc2ccccc2)N2CCN(c3nc4ccccc4s3)CC2)cc1 (configuration not stated)	-0.5%	0.1%	-12%	-10%	-2%	10%	20%	17%	11%
CC1CCc2c(sc3nc(CN4CCOCC4)nc(N4CCc5ccccc5C4)c23)C1 (configuration not stated)	7.9%	-1.0%[50 µM]	-3%	5%	1%	21%	0.7%	-3%	-10%
CCSc1cc(Cl)nc(N)n1	-0.6%	1.5%[50 µM]	-9%	-1%	-6%	9%	-1.4%	-6%	5%
COc1ccc(OC)c(NC(=O)C23CC4CC(C2)CC(n2cnc(Br)n2)(C4)C3)c1	-2.1%	3.0%	0%	-2%	9%	7%	/	13%	5%
CCOC(=O)C1(CC2CC2)CCN(Cc2cn[nH]c2-c2ccccc2)CC1	-0.9%	1.8%	-9%	1%	-6%	8%	-0.3%	-2%	4%
CCC(C)N(CCNC(=O)CC1Oc2ccccc2NC1=O)C1CCCCC1 (configuration not stated)	-1.5%	-3.7%	-2%	-5%	15%	0%	-0.7%	10%	1%
O=C(c1ccc2c(c1)OCO2)N(Cc1ccco1)C1(C(=O)NC2CCCCC2)CCCCC1	0.8%	0.8%	-5%	-1%	23%	-3%	?	14%	5%
CC1CCCCN1C(=O)c1ccc(COc2ccc([N+](=O)[O-])cc2)o1 (configuration not stated)	-0.8%	10%	-6%	-1%	12%	8%	18%	-2%	7%
O/N=C/c1cc2ccccc2n1Cc1ccccc1F	2.8%	0.0%	1%	-9%	-1%	11%	-0.2%	14%	4%	NS5 inhibitors pilot replicate=-7.0
Cc1n[nH]c(=O)c2c(NC(=O)CSc3nnc(-c4ccncc4)n3C)oc(C)c12	2.1%	0.0%	3%	0%	3%	11%	1.3%	19%	9%
CCCCNC(=O)N(O)C1N(/N=C/c2ccco2)C(=S)SC1(C)C (configuration not stated)	/	0.2%[50 µM]	-12%	/	/	/	1.1%	/	4%
CCc1nc(N2CCCC2C(=O)O)c2oc3ccccc3c2n1 (configuration not stated)	0.2%	1.5%	8%	8%	-6%	5%	0.2%	8%	12%
CN(C(=O)CC1C(=O)NCCN1CC(c1ccccc1)c1ccccc1)C(C1CC1)C1CC1 (configuration not stated)	-2.7%	0.1%	4%	-5%	0%	17%	0.3%	1%	10%
C=C[C@@H]1c2cc(C)ccc2N(S(=O)(=O)c2ccc(C)cc2)[C@H](c2ccccc2)C1(C#N)C#N	/	3.3%	-5%	/	/	/	-0.1%	/	7%
CCCN1CCC(NC(=O)Nc2cccc3ccccc23)CC1	-1.2%	0.0%	-3%	2%	-7%	20%	-0.4%	8%	-6%
CN(C)S(=O)(=O)Oc1ccsc1C(=O)Nc1ccc(Cl)c(Cl)c1	1.6%	2.7%	-3%	2%	19%	16%	?	57%	-5%
O=[N+]([O-])c1cccc(NC(=S)N2CCCC2)c1	-0.9%	0.2%	-1%	2%	1%	21%	0.2%	-9%	6%
CC1=NN(C(=O)c2c(Br)c(C)nn2C)C(O)(C(F)(F)F)C1 (configuration not stated)	-0.7%	2.0%[50 µM]	-3%	10%	-6%	-9%	1.0%	2%	9%
C=CCn1c(C)nnc1SCC(=O)NC1CCCCC1	0.1%	0.2%	-3%	1%	1%	7%	0.9%	11%	3%
Cn1c(SCC(=O)c2ccc(F)cc2)nnc1-c1ccccn1	0.1%	1.4%	-6%	-9%	-1%	9%	0.5%	2%	8%
CCOCCn1ccc2c(OCC(=O)Nc3ccc(OC)cc3OC)cccc2c1=O	/	0.7%[50 µM]	2%	/	10%	3%	7.0%	/	-1%
O=C1Nc2cc(Cl)c(Cl)cc2N(O)N1c1ccc(Cl)c(Cl)c1	11%	-1.9%	8%	13%	2%	13%	0.6%	-7%	6%
NNC(=O)c1[nH]c2ccc(Br)cc2c1-c1ccccc1	-1.1%	-1.0%	4%	10%	-5%	9%	2.0%	9%	5%
CC1CCCCC1NC(=O)CN(C)S(=O)(=O)c1ccc2c(c1)c(=O)n(C)c(=O)n2C (configuration not stated)	-2.3%	0.2%	-4%	28%	-1%	10%	1.4%	-2%	5%
CCCCC1CCCC12NC(=O)NC2=O (configuration not stated)	-0.3%	-0.9%[50 µM]	-1%	-8%	3%	2%	4.2%	-6%	4%
COc1ccc(S(=O)(=O)N2CCCC2CNC(=O)C(=O)NCc2ccco2)cc1 (configuration not stated)	/	0.1%[50 µM]	0%	/	7%	10%	1.8%	/	4%
O=c1[nH]c2ccc(NS(=O)(=O)c3ccc(Cl)cc3)cc2[nH]1	0.4%	0.0%	5%	-6%	6%	16%	1.0%	-2%	13%
Nc1ccc(Nc2ccncc2[N+](=O)[O-])cc1	0.2%	1.3%	1%	-2%	19%	31%	0.8%	-3%	9%
CC(=O)N1CCC(C(=O)N2CCN(S(=O)(=O)c3ccc(F)cc3)CC2)CC1	-2.4%	0.5%[50 µM]	-3%	2%	-1%	23%	1.7%	8%	7%
Cn1c2ccccc2c2cnn(CC(=O)Nc3ccc(F)cc3F)c(=O)c21	1.6%	0.9%[50 µM]	-10%	-13%	-5%	7%	0.7%	0%	4%
CC(NC(=O)c1cccc(Cl)c1)C1CC2CCC1C2 (configuration not stated)	0.1%	0.1%	-4%	2%	-3%	3%	13%	-4%	1%
CSc1nsc(SC)c1C(=O)O	-0.7%	-2.2%	9%	8%	1%	28%	0.1%	18%	2%
O=C(Cc1ccccc1)Nc1ccc(NC(=O)c2ccc(Br)cc2)cc1	0.5%	0.2%	/	-12%	-5%	10%	1.3%	-7%	2%
CC(=O)Nc1nc2ccccc2n1CCOc1ccccc1	-1.1%	2.6%	-1%	8%	3%	-2%	-0.7%	15%	8%
CC(Sc1nn(-c2ccc(Cl)cc2)c(=S)s1)C(=O)NCC1CCCO1 (configuration not stated)	/	1.4%[50 µM]	1%	/	0%	0%	-2.9%	/	7%
CCC(=O)N1CCN(c2ccc(Cl)cc2NC(=O)c2ccc(Br)o2)CC1	/	1.1%	-5%	/	/	/	0.2%	/	5%	NS5 inhibitors pilot replicate=-2.3
Cn1c(=O)c2c(nc(NCc3ccco3)n2Cc2ccc(Cl)cc2Cl)n(C)c1=O	31%	0.8%	3%	3%	7%	2%	1.4%	5%	4%
O=C(O)CCc1[nH]c2ccccc2c1Sc1ccccc1	13%	0.2%	4%	18%	/	20%	3.0%	8%	14%
